Screens as filed in PubChem.
SENP8 block – human SENP8 protease inhibitors, primary screen, biochemical, fluorescence, Nedd8 protein substrate, uHTS | Sentrin-specific protease 8 (Homo sapiens), Q96LD8 | AID 602440, 2012 | hit rate 0.64% among 360,000 | inhibition, % at 20 µM | recombinant SENP8; in the data active = inhibition mostly above about 40%, no sharp cut-off; inactive = mostly below about 27%
Target sequence (Q96LD8 whole entry, looked up): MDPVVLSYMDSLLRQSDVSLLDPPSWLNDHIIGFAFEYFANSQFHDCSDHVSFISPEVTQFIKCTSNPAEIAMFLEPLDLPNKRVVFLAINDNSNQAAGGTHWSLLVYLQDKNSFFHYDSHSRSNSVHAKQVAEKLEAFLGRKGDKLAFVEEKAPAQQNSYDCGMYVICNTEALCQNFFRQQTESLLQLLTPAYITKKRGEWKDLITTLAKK
HKDC1 inh – HKDC1 hexokinase inhibitors, primary screen, biochemical, fluorescence, uHTS; Q2TB90; recombinant HKDC1, G6PDH/diaphorase resazurin coupled fluorescence; inhibition, % at 20 µM; hit rate 0.16% among 340,000; AID 493160, 2011;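 active = inhibition above about 35% when tested at 20 µM, limit read from the data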;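 also: plate controls were DMSO wells with enzyme for no effect and DMSO wells lacking enzyme for full effect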
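Assay system – recombinant HKDC1 (HK5) hexokinase enzyme, produced in-house · Input – HKDC1 at 5 µg/mL · Reagent – glucose plus 1 mM ATP as hexokinase substrates · Timing – 90 min reaction incubation at room temperature, dark · Measured by – G6PDH/diaphorase-coupled fluorescence, 1 mM NADP, 100 µM resazurin, 525/613 nm · Benchmarks – DMSO-enzyme wells negative, buffer-substituted wells positive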
SENP1 FRET inh – human SENP1 catalytic domain inhibitors, primary screen, biochemical, FRET, uHTS; Sentrin-specific protease 1 (Homo sapiens), Q9P0U3; recombinant SENP1 catalytic domain, CyPet-SUMO1-YPet FRET cleavage; inhibition, % at 10 µM; hit rate 0.21% among 360,000; AID 624204, 2012;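 active = inhibition at least 30% at 10 µM, raw YFP signal under a set limit, fluorescence ratio 0.5 to 1.5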;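 also: 0% = enzyme with DMSO and 100% = no enzyme wells; some results filed as inactive read as strong as hits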
Target sequence (Q9P0U3 419-644 limits assumed): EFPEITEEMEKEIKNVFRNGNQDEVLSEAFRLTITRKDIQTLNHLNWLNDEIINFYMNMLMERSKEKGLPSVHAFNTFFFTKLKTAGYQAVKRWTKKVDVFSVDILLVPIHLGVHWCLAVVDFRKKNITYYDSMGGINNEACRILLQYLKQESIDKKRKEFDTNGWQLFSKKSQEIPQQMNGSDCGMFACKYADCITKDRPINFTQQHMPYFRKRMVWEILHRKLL
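Compound: 10 µM single point, 0.5% DMSO; Test system: hSENP1 catalytic domain, recombinant; Timing: 50 min reaction at room temperature; Technique: FRET, CFP and YFP emission; Control set: no-enzyme wells low, DMSO-plus-enzyme wells high control.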
PfG6PD inh – PfG6PD enzyme inhibitors, primary screen, biochemical, fluorescence intensity, uHTS; glucose-6-phosphate dehydrogenase-6-phosphogluconolactonase (Plasmodium falciparum 3D7); inhibition, % at 20 µM; PfGluPho enzyme, NADPH resazurin-diaphorase fluorescence; hit rate 0.78% among 350,000;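 active = inhibition reaching at least a set limit at 20 µM in the primary screen, cut at about 59% in these data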;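 also: 0% = DMSO wells with substrate and 100% = DMSO wells lacking glucose-6-phosphate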
The depositor's hits bear a star; . = not tested or not shown. These rows are one share of the data; rates above refer to the full screens.

SMILES	SENP8 block	HKDC1 inh	SENP1 FRET inh	PfG6PD inh
Nc1c(Br)cc2c3c(cccc13)-c1ccccc1-2	.	70.5*	.	125.2*
c1cc2c(cc1N1CCOCC1)CNCc1cnnn1-2	13.4	.	1.5	.
COc1ccc(-n2nnnc2C(c2cccs2)N2CCC3(CC2)C(=O)NCN3c2ccccc2)cc1 (stereo not drawn)	11.5	.	0.5	.
CCCCCN1C(=O)c2cc(OC)ccc2[C@@]2(C(=O)OCC)Cc3cc(OC)ccc3[C@@H]12	-2.1	.	0.3	.
CCC(C)(O)C(=O)OC1C(=O)OC2CC3C(C)=CC(O)C(O)C3(C)C3C4(O)OCC23C1C(C)C4O (stereo not drawn)	31.1	.	2.8	.
CCC1(c2ccc(C)cc2)C(=O)NC(=S)NC1=O	7.3	.	2.4	.
CCc1nn2c(=O)c(F)c(N3CCNCC3)nc2s1	8.2	.	0.5	.
O=C(NC1CCCCC1)N1Cc2cc(N3CCCCC3)ccc2-n2nncc2C1	-66.2	.	1.9	.
CCC(c1nnnn1C1CCCC1)N1CCC2(CC1)C(=O)NCN2c1ccccc1 (stereo not drawn)	15.8	.	3.1	.
COC1CC2C=C(C)C=CC=CC(=O)NC(c3ccccc3)CC=CCCC(O)CC(=O)C2=C1O (stereo not drawn)	-9.7	.	-11.9	.
Cc1cccc(C)c1-n1nnnc1C(c1cccc2ccccc12)N1CCC(n2c(=O)[nH]c3ccccc32)CC1 (stereo not drawn)	31.3	.	3.1	.
COC(=O)C[C@H]1CC[C@H]2NC[C@@H](O)COC[C@@H]2O1	21.3	.	0.7	.
O=[N+]([O-])c1nccn1CC(O)CN1CC1 (stereo not drawn)	19.8	.	-1.6	.
O=C1NCN(c2ccccc2)C12CCN(C(c1ccccc1)c1nnnn1-c1ccc3c(c1)OCCO3)CC2 (stereo not drawn)	18.5	.	1.1	.
O=S(=O)(c1ccc(Cl)cc1)N1Cc2cc(Br)ccc2-n2nncc2C1	5.4	.	0.9	.
CC(C)C(O)(C(=O)OCC1=CCN2CCC(O)C12)C(C)O (stereo not drawn)	4.5	.	-5.8	.
Cc1ccc(CN2Cc3ccc(Br)cc3-n3nncc3C2)cc1	9.7	.	2.2	.
CCC1(CCC(C)C)C(=O)NC(=O)N(c2ccccc2)C1=O (stereo not drawn)	7.7	.	-0.9	.
CC(C)(C)n1nnnc1C(CCc1ccccc1)N1CCC(n2c(=O)[nH]c3ccccc32)CC1 (stereo not drawn)	11.0	.	1.4	.
COc1ccc(C(c2nnnn2-c2ccc(OC)cc2)N2CCC(n3c(=O)[nH]c4ccccc43)CC2)cc1 (stereo not drawn)	16.4	.	2.4	.
COc1ccc(-n2nnnc2C(c2ccccc2OC(F)(F)F)N2CCC3(CC2)C(=O)NCN3c2ccccc2)cc1 (stereo not drawn)	22.3	.	2.2	.
O=C1NCN(c2ccccc2)C12CCN(C(c1cc3ccccc3o1)c1nnnn1C1CCCCC1)CC2 (stereo not drawn)	31.8	.	1.4	.
CC(C)C[C@@H]1COc2cc(N3CCN(C)CC3)ccc2S(=O)(=O)N1	6.6	.	-1.0	.
CSCCC(c1nnnn1C1CCCC1)N1CCC(n2c(=O)[nH]c3ccccc32)CC1 (stereo not drawn)	8.2	.	-0.8	.
COc1ccc(-n2nnnc2C(C2CC2)N2CCC3(CC2)C(=O)NCN3c2ccccc2)cc1 (stereo not drawn)	24.0	.	1.1	.
O=c1[nH]c2ccccc2n1C1CCN(C(c2cccs2)c2nnnn2Cc2ccccc2)CC1 (stereo not drawn)	20.4	.	-0.1	.
Cc1cccc(C)c1-n1nnnc1C(c1cccs1)N1CCC(n2c(=O)[nH]c3ccccc32)CC1 (stereo not drawn)	19.2	.	1.6	.
CCOC(=O)[C@]12Cc3ccc4ccccc4c3[C@H]1N(Cc1ccccc1)C(=O)c1ccccc12	10.4	.	2.7	.
CC(C)(C)C(=O)N1Cc2cc(N3CCCCC3)ccc2-n2nncc2C1	-30.4	.	-14.4	.
CCOC(=O)CNC(=O)N1Cc2cc(N3CCOCC3)ccc2-n2nncc2C1	15.6	.	0.7	.
CC[C@H](C)[C@@H]1NC(=O)CNC(=O)c2csc(n2)[C@H](C(C)(C)O)OC(=O)C(C)(C)[C@H](CCCC(C)(Cl)Cl)OC(=O)c2csc1n2	25.2	.	1.3	.
NC(Cc1ccc(Cl)cc1)c1csc(Nc2cnccn2)n1 (stereo not drawn)	-57.9	.	-1.8	.
Cc1c(CCC(=O)N2C[C@H]3C[C@@H](C2)c2cccc(=O)n2C3)c(=O)oc2c(C)c(O)ccc12	-1.9	.	-56.8	.
CC(=O)OC1C(O)C2=C3C4(C)C1C(C)(C)C(=O)CC4C3(O)C(OC(C)=O)C1(CC1C)C2=O (stereo not drawn)	8.3	.	-1.8	.
Brc1ccc2c(c1)CN(CC1CCCCC1)Cc1cnnn1-2	1.2	.	0.8	.
COc1ccc(-c2ccc3c(c2)CN(C(=O)NC2CCCCC2)Cc2cnnn2-3)cc1	-64.7	.	5.9	.
CCOC(=O)[C@]12Cc3cc(Cl)ccc3[C@H]1N(C)C(=O)c1ccccc12	15.9	.	-1.8	.
CCC(c1nnnn1-c1ccc2c(c1)OCCO2)N1CCC(n2c(=O)[nH]c3ccccc32)CC1 (stereo not drawn)	2.9	.	0.4	.
Cc1nc2ccccn2c1P(=S)(c1ccccc1)c1ccccc1	6.5	.	0.3	.
Cc1cccc(C)c1-n1nnnc1C(c1ccccc1)N1CCC2(CC1)C(=O)NCN2c1ccccc1 (stereo not drawn)	19.5	.	-0.4	.
NC(Cc1ccccc1)c1csc(Nc2ccccn2)n1 (stereo not drawn)	19.0	.	-1.1	.
COc1ccc(-n2nnnc2C(c2ccnc3ccccc23)N2CCC(n3c(=O)[nH]c4ccccc43)CC2)cc1 (stereo not drawn)	8.9	.	4.7	.
O=C1NC(=O)C(=Cc2ccc(Cl)cc2)C(=O)N1	10.3	.	-3.1	.
CC(C)C[C@@H]1COc2cccc(N3CCN(C)CC3)c2S(=O)(=O)N1	25.9	.	-0.1	.
S=C(NCCc1ccccc1)N1Cc2cc(N3CCOCC3)ccc2-n2nncc2C1	-16.0	.	2.0	.
C=CCN1Cc2ccccc2-n2nncc2C1	7.9	.	1.3	.
COc1ccc(-n2nnnc2C(CCSC)N2CCC3(CC2)C(=O)NCN3c2ccccc2)cc1 (stereo not drawn)	17.2	.	-2.4	.
N#CC1c2ccccc2-n2nncc2CN1C(=O)c1ccccc1F (stereo not drawn)	18.2	.	4.9	.
Fc1cccc(-c2ccc3c(c2)CN(c2cccc(Cl)c2)Cc2cnnn2-3)c1	9.3	.	1.7	.
CCOC(=O)[C@]12Cc3ccccc3[C@H]1N(C(C)C)C(=O)c1cc(OC)ccc12	3.5	.	-1.5	.
CCOC(=O)C(c1c(O)c2ccccc2oc1=O)c1c(O)c2ccccc2oc1=O	-9.8	.	-0.3	.
CC(C)(C)n1nnnc1C(c1ccnc2ccccc12)N1CCC2(CC1)C(=O)NCN2c1ccccc1 (stereo not drawn)	1.1	.	1.0	.
CC(C)(C)C(=O)N1Cc2cc(-c3cccc(F)c3)ccc2-n2nncc2C1	20.9	.	0.6	.
COc1ccc(-n2nnnc2C(CCc2ccccc2)N2CCC(n3c(=O)[nH]c4ccccc43)CC2)cc1 (stereo not drawn)	34.6	.	1.3	.
COc1ccc(-c2ccc3c(c2)CN(C(=O)C(C)(C)C)Cc2cnnn2-3)cc1	-120.9	.	-0.8	.
CC[C@@H]1c2ccccc2[C@@H]2CC[C@H]1N2c1ccccc1	0.9	.	2.8	.
COc1ccc(C(c2nnnn2C2CCCCC2)N2CCC3(CC2)C(=O)NCN3c2ccccc2)cc1 (stereo not drawn)	24.8	.	0.3	.
O=C1NCN(c2ccccc2)C12CCN(C(c1ccnc3ccccc13)c1nnnn1C1CCCCC1)CC2 (stereo not drawn)	15.1	.	2.4	.
CCOC(=O)CC1c2ccccc2-n2nncc2CN1CC1CCCCC1 (stereo not drawn)	-9.4	.	2.5	-5.5
CS(=O)(=O)c1ccc(C2=C(CNC(=O)c3cccnc3)[C@H]3CC[C@@H](C2)N3Cc2ccco2)cc1	-30.1	.	-0.5	7.2
More results
SMILES	SENP8 block	HKDC1 inh	SENP1 FRET inh	PfG6PD inh
Clc1cccc(Cl)c1NC1=NCCS1	6.8	.	1.0	13.4
O=C(c1ccco1)N1Cc2ccccc2-n2nncc2C1	23.2	.	0.6	-8.4
CS(=O)(=O)c1ccc(C2=C(CNC(=O)c3ccc([N+](=O)[O-])cc3)[C@H]3CC[C@@H](C2)N3Cc2ccccc2)cc1	-2.3	.	-0.3	-6.7
CS(=O)(=O)c1ccc(C2=C(CNC(=O)c3nccs3)[C@H]3CC[C@@H](C2)N3CCOc2ccccc2)cc1	-23.8	.	0.0	0.1
c1ccc(N2Cc3ccccc3-n3nncc3C2)nc1	14.6	.	1.1	14.5
O=S(=O)(c1cccc2ccccc12)N1Cc2ccccc2-n2nncc2C1	12.5	.	2.5	-8.7
N#Cc1ccc(NC(=S)N2Cc3ccccc3-n3nncc3C2)cc1	9.7	.	0.6	32.4
CN1OC[C@@H]2CN[C@H](c3ccc(Br)cc3)C[C@@H]21	8.7	.	0.4	-1.7
COc1ccc(NC(=O)N2Cc3ccccc3-n3nncc3C2)cc1	-5.1	.	1.9	16.6
COc1cccc(C2CCN(C)C2)c1 (stereo not drawn)	9.3	.	0.9	-9.8
COc1ccc(C(CC(=O)c2ccc3c(c2)OCO3)c2c(O)c3ccccc3oc2=O)cc1OC (stereo not drawn)	1.4	.	-3.0	-39.4
O=C(NCC1=C(c2cccc3ccccc23)C[C@@H]2CC[C@H]1N2Cc1ccco1)c1ccc([N+](=O)[O-])cc1	15.1	.	-0.2	7.8
CC(=O)NCC1=C(c2cccc3ccccc23)C[C@@H]2CC[C@H]1N2Cc1ccco1	10.0	.	0.8	9.9
O=C(CCCc1ccc(N(CCCl)CCCl)cc1)NCc1ccccc1	9.6	.	-0.3	8.7
C[C@@H]1CN([C@H](C)CO)C(=O)CCCn2nncc2CO[C@H]1CN(C)C(=O)Oc1ccccc1	9.2	.	2.5	7.3
CN(C)c1ccccc1	2.2	.	3.1	5.4

Given as a markdown table: part of the list above
| SMILES | SENP8 block | HKDC1 inh | SENP1 FRET inh | PfG6PD inh |
| --- | --- | --- | --- | --- |
| CC(=O)NCC1=C(c2cccc3ccccc23)C[C@@H]2CC[C@H]1N2Cc1ccco1 | 10.0 | . | 0.8 | 9.9 |
| O=C(CCCc1ccc(N(CCCl)CCCl)cc1)NCc1ccccc1 | 9.6 | . | -0.3 | 8.7 |
| C[C@@H]1CN([C@H](C)CO)C(=O)CCCn2nncc2CO[C@H]1CN(C)C(=O)Oc1ccccc1 | 9.2 | . | 2.5 | 7.3 |
| CN(C)c1ccccc1 | 2.2 | . | 3.1 | 5.4 |

Single records, from the list above. Order of screens: SENP8 block | HKDC1 inh | SENP1 FRET inh | PfG6PD inh
CS(=O)(=O)c1ccc(C2=C(CNC(=O)c3ccc([N+](=O)[O-])cc3)[C@H]3CC[C@@H](C2)N3Cc2ccccc2)cc1 across the screens: -2.3 | . | -0.3 | -6.7
O=C(NCC1=C(c2cccc3ccccc23)C[C@@H]2CC[C@H]1N2Cc1ccco1)c1ccc([N+](=O)[O-])cc1 across the screens: 15.1 | . | -0.2 | 7.8
N#Cc1ccc(NC(=S)N2Cc3ccccc3-n3nncc3C2)cc1 across the screens: 9.7 | . | 0.6 | 32.4
